# Screening results from PubChem.
# SRC3 inh: inhibitors of human steroid receptor coactivator 3 (SRC3). Q9Y6Q9. HEK293 GAL4-SRC3 luciferase reporter, luminescence. inhibition, % at 3.6 µM. hit rate 0.17% among 360,000;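 active = inhibition above a per-campaign cutoff, the mean of all compounds plus 3 SD, cut at about 60% in these data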;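 also: 0% = DMSO-treated cells and 100% = gossypol-treated cells at 36 µM; higher means less SRC3-driven luciferase light from the GAL4 reporter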
# NR5A2 inv ag: inverse agonists of human LRH-1 (NR5A2); O00482; HEK293T StAR-luciferase reporter, LRH-1 transfected, 24 h; inhibition, % at 3.6 µM; hit rate 0.13% among 360,000; AID 602396;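 active = inhibition above the mean inhibition of all tested compounds plus 3 SD, cut at about 73% in these data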;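 also: 0% = DMSO wells and 100% = reporter-only cells lacking LRH-1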
# Target sequence (O00482 whole entry, looked up): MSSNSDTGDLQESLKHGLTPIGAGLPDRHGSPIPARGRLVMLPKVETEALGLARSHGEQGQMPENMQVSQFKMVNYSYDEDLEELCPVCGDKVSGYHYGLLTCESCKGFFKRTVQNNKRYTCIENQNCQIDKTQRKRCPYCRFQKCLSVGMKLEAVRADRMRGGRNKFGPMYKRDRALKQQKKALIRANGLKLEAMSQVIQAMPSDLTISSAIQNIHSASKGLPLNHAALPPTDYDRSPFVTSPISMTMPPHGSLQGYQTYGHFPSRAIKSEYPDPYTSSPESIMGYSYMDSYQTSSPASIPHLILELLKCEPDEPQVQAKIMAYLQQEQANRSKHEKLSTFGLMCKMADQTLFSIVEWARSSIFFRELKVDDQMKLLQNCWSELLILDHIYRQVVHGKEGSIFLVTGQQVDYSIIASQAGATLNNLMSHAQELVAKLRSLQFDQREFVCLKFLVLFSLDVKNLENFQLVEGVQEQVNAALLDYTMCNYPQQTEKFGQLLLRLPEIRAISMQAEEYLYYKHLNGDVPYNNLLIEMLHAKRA
# CF NFkB inh: blocks PAF-induced NF-kB reporter in cystic fibrosis cells; inhibition, % at 5 µM; KKLEB NF-kB-GFP reporter, GFP fluorescence overnight; hit rate 0.86% among 360,000;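 active = at least 50% inhibition at 5 µM, scaled per plate between neutral and stimulator controls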;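 also: PAF is a Pseudomonas aeruginosa culture filtrate used as stimulus; plate controls were PAF-stimulated DMSO wells for no effect and unstimulated DMSO wells for full effect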
# Shn3 inh set2: reduces Shn3 3'UTR luciferase signal in osteoblasts; Clone20 osteoblast Shn3 3'UTR firefly luciferase, 24 h; inhibition, % at 12.5 µM; hit rate 0.52% among 360,000; AID 588674;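 active = mean inhibition of at least 75% with every replicate also reaching 75%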;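 also: 0% = median of neutral control wells and 100% = pilot-screen positive control compound; some compounds past the cut are filed as inactive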
# TRAIL sens C8: caspase-8 TRAIL sensitization. NB7+C8 cells + TRAIL, ATPlite viability luminescence. inhibition (viability loss, TRAIL sensitization), % at 10 µM. hit rate 1% among 360,000;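 active = compounds causing at least 50% loss of cell viability in the single-dose screen, relative to plate controls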
# KKLEB cytotox: reduces viability of KKLEB cystic fibrosis airway cells | activity change (cytotoxicity), % at 5 µM | KKLEB CF airway cells viability, ATPlite luminescence, overnight; stronger effect = lower value; cells stimulated with P. aeruginosa culture filtrate | hit rate 0.36% among 360,000;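 active = corrected activity change at or below -50% at 5 µM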
# SRC1 inh: inhibitors of human steroid receptor coactivator 1 (SRC1) | inhibition, % at 3.6 µM | AID 588354 | hit rate 0.12% among 360,000 | Q15788 | HEK293 GAL4-SRC1 luciferase reporter, luminescence;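 active = inhibition above the campaign mean plus 3 SD, with each screening campaign given its own cutoff, cut at about 60% in these data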;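 also: 0% = DMSO treated cells and 100% = gossypol at 36 µM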
# TROY signal inh: inhibitors of TROY-dependent NF-kB signaling | inhibition, % at 10 µM | hit rate 0.98% among 360,000 | Q293 LMP1-TROYcd NF-kB luciferase reporter, 4 h | AID 1347056;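 active = compounds whose plate-normalised and pattern-corrected inhibition of the luciferase reporter signal at the single screening dose is 50% or more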
# NR2F2 inh: blocks human COUP-TFII nuclear receptor | P24468 | HEK293T NGFI-A luciferase reporter, luminescence | inhibition, % at 8.6 µM | hit rate 0.7% among 370,000 | AID 686940;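 active = inhibition above a per-plate cutoff, mean inhibition of test wells between control levels plus 3 SD, cut at about 38% in these data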;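 also: cells cotransfected with COUP-TFII expression vector driving the NGFI-A reporter; 0% = median of COUP-TF2 test wells and 100% = reporter-only cells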
# Target sequence (P24468 whole entry, looked up): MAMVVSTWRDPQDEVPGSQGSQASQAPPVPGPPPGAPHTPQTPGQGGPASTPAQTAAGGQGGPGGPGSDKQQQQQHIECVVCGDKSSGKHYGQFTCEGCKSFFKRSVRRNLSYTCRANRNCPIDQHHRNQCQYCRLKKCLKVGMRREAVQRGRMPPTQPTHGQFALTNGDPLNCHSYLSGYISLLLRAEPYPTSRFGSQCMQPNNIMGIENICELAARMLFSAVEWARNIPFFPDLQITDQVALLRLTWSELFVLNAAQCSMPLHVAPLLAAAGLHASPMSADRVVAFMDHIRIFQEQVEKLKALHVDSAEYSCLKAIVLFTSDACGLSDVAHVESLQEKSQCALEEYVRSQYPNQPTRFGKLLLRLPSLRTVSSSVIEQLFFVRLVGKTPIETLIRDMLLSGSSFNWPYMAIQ
# EBV LMP1 NFkB: inhibitors of Epstein-Barr LMP1-induced NF-kappaB reporter | AID 504558 | LMP1-induced NF-kappaB luciferase reporter cells, luminescence | inhibition, % at 12.5 µM | hit rate 0.69% among 350,000; in the data active = inhibition above about 41%;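 also: 0% = neutral control wells and 100% = reference inhibitor control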
# TWEAK Fn14 block: inhibitors of TWEAK-Fn14 interaction signaling | TWEAK-stimulated Fn14 reporter cells, luciferase luminescence, 8 h | inhibition, % at 10 µM | hit rate 2% among 360,000; in the data active = inhibition above about 50%
# The depositor's hits bear a star; . = no result given. Not all compounds are listed. The share of hits here may be higher or lower than overall.
SMILES,SRC3 inh,NR5A2 inv ag,CF NFkB inh,Shn3 inh set2,TRAIL sens C8,KKLEB cytotox,SRC1 inh,TROY signal inh,NR2F2 inh,EBV LMP1 NFkB,TWEAK Fn14 block
COc1ccc(-c2sc3ccc(OC)cc3c2-c2ccc(OCCN3CCOCC3)cc2)cc1,7.7,-20.6,24.7,-7.5,2.9,-24.1,0.8,11.3,.,-0.3,-3.2
COc1ccc(C2CC(=O)CC(=O)C2n2cncn2)cc1 (stereo unspecified),15.6,-4.2,1.8,-1.7,-19.9,1.1,-51.8,6.8,0.4,4.3,11.1
CCn1c2ccccc2c2cc(/C(C)=N/O)ccc21,8.2,-6.7,-8.1,-4.7,6.0,5.3,1.0,-7.5,-6.9,8.4,-30.1
CCOC(=O)C(C(=O)N(C)Cc1ccccc1)C1CCCCC1 (stereo unspecified),16.1,16.3,16.8,7.2,2.3,-7.2,7.6,17.6,29.0,0.3,-7.8
CC(C)NC(=O)Cn1cnc2c1c(=O)n(C)c(=O)n2C,-69.7,29.7,5.8,7.6,-10.5,-1.8,-14.6,0.4,-6.0,0.1,-11.3
O=C(c1ccc(Cl)cc1)N1CCOc2ccccc21,11.7,0.2,23.1,79.9,-5.3,2.4,-6.4,-20.4,10.1,-9.2,-8.8
COc1ccc(N2C(=O)C(Cl)=C(NCc3ccccc3)C2=O)cc1,-12.1,10.3,7.1,-16.6,-9.2,-3.3,-1.0,-58.5,4.7,65.1*,-1.2
CCOc1ccccc1CNC(=O)C1CCN(S(=O)(=O)N2CCC(C)CC2)CC1,-15.2,6.9,1.7,5.9,-26.1,-8.1,-5.3,-0.1,4.9,-7.8,-3.4
O=C(Nc1ccc2c(c1)OCCO2)Nc1ccc2c(c1)OCO2,-64.7,-104.3,-3.0,-2.3,82.7*,-18.0,-94.5,-13.4,-36.8,-4.6,50.6*
O=C(CN(c1ccccc1F)S(=O)(=O)c1ccccc1)Nc1ccc2c(c1)OCCO2,9.9,-36.0,6.5,-5.1,1.9,-8.6,-9.5,44.6,9.3,11.9,74.7*
O=C(O)c1ccc2c(c1)C(=O)N(c1ncccn1)C2=O,-2.5,8.5,-4.8,2.7,-4.6,6.4,0.3,10.6,-10.8,-6.9,10.5
Cc1ccc(-n2ncc3c(=O)[nH]c(SCC(=O)NCC4CCCO4)nc32)cc1 (stereo unspecified),-16.4,3.7,-7.7,-0.7,-1.1,-6.9,6.0,1.0,-2.5,0.8,8.5
CCOC(=O)N1CCN(c2nc(-c3cccs3)cc(C(F)(F)F)n2)CC1,9.8,-2.2,10.7,-35.6,-8.8,5.9,11.6,-14.1,6.7,-1.1,15.4
Cc1ccccc1-c1cc2c(nn1)-c1ccccc1C2=O,-52.7,-8.0,-11.8,-32.4,55.4*,-2.1,-82.0,85.0*,-6.4,2.5,45.9
Cc1ccc2nc(NCc3ccccc3)c(C=O)c(=O)n2c1,2.9,-12.6,3.5,-1.6,-4.6,-1.6,-11.5,-52.1,-17.8,-3.1,-44.3
CCOC(=O)c1cc(-c2ccccc2)sc1NC(=O)CN1C(=O)NC(CC)(c2ccccc2)C1=O (stereo unspecified),-1.1,-6.0,13.7,20.8,-8.6,-25.6,-3.5,-13.9,-1.6,2.2,1.0
COc1cc2c(C)nc3c(cnn3-c3ccccc3)c2cc1OC,-17.2,-45.5,-92.0,-65.4,7.9,-23.3,-20.8,21.1,-43.3,-22.8,-68.3
O=C(NCS(=O)(=O)c1ccccc1)c1ccccc1,0.4,6.4,-3.7,3.3,5.2,2.0,-4.2,-2.3,0.2,-4.4,7.6
Cc1ccc(NC(=O)OCc2cc(-c3ccccc3)on2)cc1,-25.4,-38.5,7.6,-4.5,2.2,3.4,-13.8,-47.3,-22.2,3.9,-31.9
O=C(NCc1ccco1)Nc1nnc([C@H]2C[C@H](O)[C@@H](CO)O2)s1,-4.0,5.6,-5.7,-19.1,-3.9,-7.5,4.0,0.9,-3.1,.,7.7
O=C(NP(=O)(N1CCCC1)N1CCCC1)C1=C(N2CCOCC2)/C(=C/c2cccc([N+](=O)[O-])c2)CC1,8.3,24.9,-0.5,-3.7,-2.8,6.9,-14.1,-4.6,0.4,-4.8,-1.8
O=C(C1COc2ccccc2O1)N1CCN(c2ccccc2Cl)CC1 (stereo unspecified),-6.2,14.3,-9.3,-2.7,-4.5,1.6,7.7,-2.9,-5.6,2.0,-31.7
COc1ccc(NC(=O)CN2C(=O)NC3(CCCc4ccccc43)C2=O)c(OC)c1 (stereo unspecified),30.8,55.3,7.7,-2.1,-5.5,2.9,6.1,-2.4,24.1,-0.4,0.5
C/C=C/c1ccc(OCC(=O)Nc2cc(C(F)(F)F)ccc2N2CCOCC2)c(OC)c1,8.4,-17.9,-2.9,2.6,14.7,-8.1,-59.2,-10.2,-1.9,15.1,-3.6
CC(C)Sc1nc2c([nH]c3ccccc32)c(=O)n1C,2.6,-2.0,11.5,-9.3,-1.3,-2.9,-44.7,4.8,2.2,-14.9,22.9
CC(C)N(Cc1nnc(-c2ccccc2Cl)o1)C(=O)COc1cccc(Cl)c1,-0.1,16.6,-26.2,21.4,-18.5,10.3,7.4,-1.4,-1.3,-6.8,-26.5
COc1ccc(Cl)cc1NC(=O)Nc1ccc(C(=O)N2CCCC2)cc1,15.8,-17.8,-13.0,10.3,16.7,1.6,-18.3,-8.9,-3.5,8.2,-31.1
O=S(=O)(c1ccc(SCc2ccccc2)nc1)N1CCCCC1,7.4,-17.9,-5.1,1.9,1.8,-23.8,-7.3,-39.9,6.7,-8.3,-13.8
COc1ccc(C(C(=O)NC2CCCCC2)N(C(=O)c2ccco2)c2ccccc2C(C)=O)cc1 (stereo unspecified),-16.7,17.8,17.1,-0.4,6.0,2.1,12.8,-12.6,-10.3,-2.2,4.5
O=C(NCc1ccccn1)C(F)(F)C(F)(F)C(=O)NCc1ccccn1,6.6,9.1,-2.0,0.0,-10.0,9.9,-0.7,-23.2,-0.7,2.9,4.3
O=C(Nc1cccnc1)c1ccc(NS(=O)(=O)c2cc([N+](=O)[O-])ccc2Cl)cc1,-39.6,-15.0,0.2,2.7,-6.1,-2.8,-13.2,11.3,9.9,-0.2,22.6
CCCCOc1ccc(C(=O)NCC(=O)OCCCOC(=O)CNC(=O)c2ccc(OCCCC)cc2)cc1,3.1,-4.0,-9.0,-5.2,-0.6,10.7,-8.7,-8.6,-5.8,-1.6,-2.7
CCOc1ccccc1C1C(C(=O)OC)=CN(C)C=C1C(=O)OC,4.0,-7.5,-2.6,17.8,6.6,4.5,-5.8,5.8,-11.4,-2.6,-15.2
CCOC(=O)/C=c1\s/c(=C\c2ccccc2OC)c(=O)n1CC(=O)N1CCOCC1,0.9,-10.3,-2.1,14.4,0.0,-2.4,-7.7,9.0,-4.5,8.0,-7.1
COc1ccc(-c2nnc(-c3cccs3)o2)cc1OC,-75.7,-69.3,-3.7,-76.9,11.4,8.4,-51.2,-51.1,-52.5,-5.2,-28.0
CCOc1ccc(N(CC(=O)Nc2nccs2)S(=O)(=O)c2c(C)[nH]c(=O)[nH]c2=O)cc1,-4.2,6.4,-6.8,-10.2,-1.1,-6.2,-12.0,9.7,-0.6,-11.7,-18.3
CCOC(=O)c1c(NC(=O)CSc2nnc3c(n2)[nH]c2ccccc23)sc2c1CCN(C)C2,-13.1,2.6,-13.0,35.8,11.0,3.7,4.6,-15.9,13.0,-28.4,-2.8
CCCN(Cc1cc2cccc(C)c2[nH]c1=O)S(C)(=O)=O,-4.8,15.0,2.0,8.7,-13.9,2.0,-17.5,10.7,.,-11.6,23.1
CCCCN(Cc1ccccc1)c1ncnc2nc[nH]c12,-19.5,-56.3,30.6,-20.8,-6.1,4.6,-37.1,-19.3,.,-14.9,-12.1
CC(=O)Nc1ccc(NC(=O)C(C)Sc2nnc(C3CC3)n2-c2ccccc2)cc1 (stereo unspecified),8.4,-13.2,-5.9,2.8,-3.7,11.6,-11.1,4.5,-8.6,-2.7,-2.2
COc1ccc(N2CCN(C(=O)CN3C(=O)NC4(CCCCC4C)C3=O)CC2)cc1 (stereo unspecified),17.6,30.6,1.9,-10.2,-16.0,-7.5,-0.4,-8.5,-1.3,-0.5,-23.6
CCOC(=O)c1c(-c2ccc(C)o2)csc1NC(=S)NC(=O)N(C)C,-2.5,-1.5,3.7,4.0,-6.3,-6.5,-2.0,-12.7,17.8,7.6,-11.3
Cc1c(C)c2ccc(OCC(=O)N3CCC(C(=O)O)CC3)cc2oc1=O,4.2,12.5,-5.8,-14.4,11.8,2.9,-11.9,-1.7,11.7,-1.4,4.2
COc1ccc(CNC(=O)COC(=O)c2c(-c3c(F)cccc3Cl)noc2C)cc1OC,5.6,-32.2,8.0,-4.2,0.7,-7.6,10.7,-5.2,11.6,-10.8,-4.1
COc1ccsc1C(=O)N1CCN(Cc2ccc3c(c2)OCO3)CC1,6.0,10.2,-14.2,-4.7,31.9,4.2,1.6,-18.9,3.0,9.7,-19.7
COc1ccc(S(=O)(=O)NCc2ccccn2)cc1C,-19.9,14.8,6.3,-48.7,-11.7,0.1,4.3,5.4,-12.2,5.8,-3.7
Cc1cc(NC2CCCCC2)n2c(n1)nc1ccccc12,-14.9,16.4,-1.3,1.7,1.5,-0.1,17.9,-12.3,-10.2,5.9,24.1
COc1ccc(C(=O)N2CCCCC2c2cc(C(=O)NCc3ccccc3)no2)cc1 (stereo unspecified),9.3,7.9,-45.7,-0.9,-5.2,18.3,3.1,5.5,10.1,.,-17.8
O=C(Nc1cccc(Oc2c(F)c(F)c(F)c(F)c2F)c1)N1C[C@@H]2C[C@@H](C1)c1cccc(=O)n1C2,12.8,19.4,-5.1,-12.0,-7.8,7.0,-2.5,17.8,-11.4,-3.9,22.0
CC(C)(C)C(=O)c1cnc(Nc2ccccc2Cl)s1,-98.9,-132.1,12.9,-47.5,5.9,-7.4,-106.3,.,-45.7,-47.8,-14.5
C[C@H](NC(=O)c1[nH]cnc1C(=O)Nc1ccc(Cl)cc1)c1ccccc1,-1.8,-2.8,7.6,18.8,27.4,-4.2,-29.9,-4.7,-1.0,-8.6,15.7
CC(CCO)Nc1nc2c(c(=O)n(C)c(=O)n2C)n1Cc1cccc(Br)c1 (stereo unspecified),12.9,6.3,-11.4,1.3,0.8,6.6,4.6,9.1,12.4,-1.4,-1.3
O=C1c2ccccc2C(=O)C12OC2c1cccc2ccccc12 (stereo unspecified),18.8,31.3,-8.0,-12.3,-3.1,4.0,6.1,6.0,12.7,5.1,4.9
Cc1ccccc1-n1c(SCC(=O)NCC2CCCO2)nc2c([nH]c3ccccc32)c1=O (stereo unspecified),-5.6,-6.5,8.9,12.5,-6.4,-3.9,-15.1,-4.4,2.0,11.5,-20.0
CCN1CCN(C(=O)c2cc(COc3ccc(F)c(F)c3)on2)[C@@H](C)C1=O,-14.2,-16.7,-8.5,-22.5,-4.7,-3.7,-9.0,-30.5,-2.8,-8.3,-14.8
